Screens deposited in PubChem BioAssay by several laboratories.
HCV NS3 hel inh: HCV NS3 helicase inhibition; NS3 helicase DNA unwinding, Cy5 molecular beacon fluorescence; inhibition, % at 10.9 µM; 290,000 tested, 0.56% active;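 active means inhibition above the mean of all tested compounds plus 3 SD, set per campaign, cut at about 35% in these data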;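 further: 0% = DMSO wells and 100% = thioflavine S control wells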
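Measured by: Cy5 fluorescence, 0 and 60 min reads / Assay system: NS3 helicase fragment of HCV / Control set: low DMSO, high thioflavine S at 110 µM / Times: 1 h reaction at 25 °C, ATP-initiated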
DNA FID counter: fluorescent intercalator displacement, NS3 helicase counter-screen; inhibition, % at 7.9 µM; AID 1845; DNA fluorescent intercalator displacement, fluorescence; 290,000 tested, 0.17% active; in the data active means inhibition above about 37%;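 further: 0% = vehicle and 100% = reference compound; higher means more ethidium bromide displaced from hairpin DNA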
CRFBP-R2 block: blocks CRF-induced signaling of the CRF-BP/CRF-R2 complex; HEK293 CRF-R2/CRF-BP, CRF-induced calcium fluorescence; inhibition, % at 11.8 µM; 350,000 tested, 0.59% active; AID 588475;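 active means inhibition of the ligand-induced calcium signal above about 50% at the single tested concentration, limit read from the data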
MEKK3 PB1 HTS: raises or lowers MEK5 binding to the human MEKK3 PB1 domain. binding response (% of control), % at 10 µM. AID 1529. Q99759. bead-based flow cytometry, Alexa488-MEK5 binding to MEKK3; actives lie on both sides; 0 = blocked by unlabeled MEK5, 100 = vehicle. 290,000 tested, 1.4% active;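 active means binding response more than 3 SD above or below the average of its plate-row segment, actives on both sides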;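 further: Alexa488 bead fluorescence after subtracting the streptavidin-only scavenger bead signal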
GalR3 antagonist: antagonists of human GalR3; HEK293 GalR3-CNG cAMP membrane potential fluorescence; galR3 body fused to GalR1 C-terminus; inhibition, % at 3 µM; 360,000 tested, 0.44% active;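 active means inhibition above the screen-wide average plus 3 SD, cut at about 13% in these data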;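 further: forskolin and galanin both at EC90 stimulate the cells; cAMP rise reported by CNG channel membrane potential dye signal; 0% = forskolin plus galanin with DMSO and 100% = forskolin alone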
Target sequence (O60755 1-299 limits assumed): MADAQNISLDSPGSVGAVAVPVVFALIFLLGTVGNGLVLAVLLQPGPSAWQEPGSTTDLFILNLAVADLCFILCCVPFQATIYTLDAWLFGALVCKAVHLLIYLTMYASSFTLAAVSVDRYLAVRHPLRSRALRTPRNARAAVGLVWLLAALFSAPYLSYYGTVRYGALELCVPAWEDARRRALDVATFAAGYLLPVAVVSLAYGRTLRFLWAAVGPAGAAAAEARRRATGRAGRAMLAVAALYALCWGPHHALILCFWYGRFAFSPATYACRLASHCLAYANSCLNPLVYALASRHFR
MEKK2 mut-MEK5: signal of MEK5 binding to mutant human MEKK2 PB1 domain | bead flow cytometry, Alexa488-MEK5 binding to MEKK2 mutant | percent response, % at 10 µM | 290,000 tested, 0.35% active | AID 1530; in the data active means percent response above about 24%, passing the limit was not always enough; further: inactives centre near 1; some results filed as inactive read as strong as hits
CRFBP-R2 agonist: agonists of human CRF-binding protein/CRF-R2 receptor complex; activation, % at 13.2 µM; HEK293 CRF-R2/CRF-BP, calcium dye fluorescence (FLIPR); percent of saturating CRF peptide response; AID 588473; 350,000 tested, 0.46% active;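 active means activation of at least 50%, plus an integration ratio under a set limit after plate pattern correction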;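 further: plate controls were neutral control wells without compound for no effect and CRF at EC100 for full effect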
SUMO HTRF inh: inhibitors of human SUMOylation (UBC9); P63279; HTRF SUMOylation assay, SAE1/SAE2 + UBC9, in vitro; inhibition, % at 35 µM; 290,000 tested, 0.36% active; AID 2006; in the data active means inhibition above about 50%, passing the limit was not always enough; further: strong numbers were not always called active
Target sequence (P63279 whole entry, looked up): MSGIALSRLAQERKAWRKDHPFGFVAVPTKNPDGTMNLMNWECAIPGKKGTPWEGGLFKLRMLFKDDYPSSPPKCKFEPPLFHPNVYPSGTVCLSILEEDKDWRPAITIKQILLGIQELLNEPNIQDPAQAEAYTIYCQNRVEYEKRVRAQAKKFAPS
MEKK2wt PB1 HTS: raises or lowers MEK5 binding to wildtype human MEKK2 PB1 domain | binding response (% of control), % at 10 µM | AID 1531 | bead flow cytometry, Alexa488-MEK5 binding to MEKK2 WT; actives lie on both sides | Q9Y2U5 | 290,000 tested, 1.1% active; in the data active means binding response below about 67% or above about 130%
Active calls of the source: *; nt = no result given. These rows are one share of the data; count on the stated rates, not on these rows.

molecule,SUMO HTRF inh,CRFBP-R2 block,MEKK2wt PB1 HTS,MEKK2 mut-MEK5,HCV NS3 hel inh,DNA FID counter,MEKK3 PB1 HTS,GalR3 antagonist,CRFBP-R2 agonist
O=c1[nH]c2ccccc2[nH]c1=O,19,-2,105,6,2,-2,102,-3,0.4
O=C(Cc1ccccc1)NCCSCc1ccccc1,16,7,100,2,-1,-6,99,-8,2.6
CC(C)N(C(=O)CSc1nnc(CN2CCCCCC2=O)n1-c1ccccn1)C(C)C,15,11,101,-1,1,-18,97,6,-1.0
Cc1cc2c(NC(=O)CC(C)(C)CC(=O)O)cccc2nn1,20,-6,100,-2,4,-1,89,-6,7.3
Cc1nc2scc(-c3cccs3)c2c(=O)n1-n1cccc1,15,8,95,-3,6,-6,97,-2,-1.4
OCCC1CN(Cc2c(F)cccc2Cl)CCN1C1CCCC1 (stereo not drawn),5,-5,96,-6,2,-3,97,0,0.7
Nc1c(C(=O)Nc2ccc3c(c2)OCCO3)nnn1CCc1ccccc1,11,9,108,3,-4,-16,102,-3,-2.0
O=c1c(-c2cc3ccccc3o2)[n+]([O-])c2ccccc2n1OCc1ccccn1,29,23,97,-3,4,-2,98,3,10
COc1ccc(C(=O)c2sc3nc(C)cc(-c4cccs4)c3c2N)cc1,3,-70,77,-4,5,-6,95,-4,67*
COc1ccc(OC)c2sc(N3CCCCC3)nc12,15,22,114,4,2,-16,115,-1,-1.0
O=[N+]([O-])c1cc(C(F)(F)F)ccc1NCCCCNS(=O)(=O)c1ccc2ccccc2c1,-11,-50,107,5,-2,0,104,-3,2.7
CCOc1ccc(C2NC(=O)Cc3cc(OC)c(OC)cc32)cc1 (stereo not drawn),-5,-9,100,1,-15,-22,100,-13,-1.6
O=S(=O)(Nc1ncccn1)c1ccc(NC(=S)N2CCN(Cc3ccc(F)cc3Cl)CC2)cc1,10,2,103,4,-3,-59,102,-4,0.2
O=C(Cn1c(=O)[nH]c2ccccc2c1=O)Nc1ccc2c(c1)OCCO2,12,-2,104,-2,-4,-6,98,-10,0.2
CC1CCN(c2ccc(-c3cccs3)nn2)CC1,14,8,104,0,23,-15,100,-12,-1.9
Cc1ccc(N2C(=O)CC(Cc3cc(C)cc(C)c3)C2=O)cc1 (stereo not drawn),-7,2,114,0,-7,-22,125,-1,-4.0
CS(=O)(=O)N(CC(=O)N1CCN(c2ccccc2)CC1)Cc1ccc(Cl)cc1,-17,-1,107,5,-3,-30,104,-7,0.9
Cc1ccc(-c2nnc(SCC(=O)N/N=C/c3ccc(C(=O)O)cc3)n2C2CCCCC2)cc1,4,9,106,3,12,-41,100,3,1.2
CN(C)S(=O)(=O)c1cccc(NC(=O)COc2nc3ccccc3nc2N2CCOCC2)c1,15,-32,100,0,-6,-17,101,3,-2.4
CN1CCN(C2=C(Cl)C(=O)N(CCc3ccccc3)C2=O)CC1,16,-4,111,3,-7,1,108,-5,2.2
CN(C)C(=O)c1sccc1Oc1ccc(F)cc1[N+](=O)[O-],5,18,84,-27,6,0,87,-3,-1.7
CC1(C)C(CO)=CC(=O)C2=C1SCC(=O)N2,-6,2,100,3,-2,1,100,0,-1.8
O=C(N1CCOCC1)N1CCN(C(=O)N(c2ccccc2)c2ccccc2)CC1,6,4,96,4,-5,-17,101,-1,-0.6
CCOC(=O)c1cnc(-n2nc(C)cc2C)nc1NNc1nc(-c2ccccc2)cc(-c2ccccc2)n1,-53,8,109,1,0,-1,99,nt,-0.8
CCCC(=O)Nc1ccc(Cl)c(NC(=O)c2ccco2)c1,9,15,100,1,-7,-6,101,4,1.1
O=C(N/N=C/c1coc2ccccc2c1=O)c1ccccc1Br,-5,-22,99,2,4,3,102,-9,-1.4
COc1ccc(CCNc2ccc(N3C(=O)CC(C)C3=O)cc2[N+](=O)[O-])cc1 (stereo not drawn),-12,2,98,-2,-3,-1,102,-7,-1.0
Cc1ccc(-c2cc(C(=O)Nc3ccc(S(=O)(=O)Nc4cc(C)on4)cc3)c3ccccc3n2)c(C)c1,28,27,98,4,-19,-42,105,-3,-2.2
CC(C)(C)C(=O)CN1CCN(S(=O)(=O)c2ccc(F)cc2)CC1,4,-36,98,9,4,-1,98,0,0.2
Cc1ccc(NS(=O)(=O)N2CCOCC2)c(C)c1,9,-5,102,3,-1,-5,105,-1,-1.6
Cc1ccc(C(=O)N2CCN(c3ncc(C(F)(F)F)cc3Cl)CC2)s1,-1,4,102,3,4,-51,104,-3,10.0
CC(=O)NNC(=S)NC(=O)c1cccc([N+](=O)[O-])c1,-7,7,95,-2,6,1,94,-6,-0.2

Profiles, quoted from the list:
Listed for CCOC(=O)c1cnc(-n2nc(C)cc2C)nc1NNc1nc(-c2ccccc2)cc(-c2ccccc2)n1 → SUMO HTRF inh = -53; CRFBP-R2 block = 8; MEKK2wt PB1 HTS = 109; MEKK2 mut-MEK5 = 1; HCV NS3 hel inh = 0; DNA FID counter = -1; MEKK3 PB1 HTS = 99; GalR3 antagonist = nt; CRFBP-R2 agonist = -0.8
Listed for Cc1nc2scc(-c3cccs3)c2c(=O)n1-n1cccc1 → SUMO HTRF inh = 15; CRFBP-R2 block = 8; MEKK2wt PB1 HTS = 95; MEKK2 mut-MEK5 = -3; HCV NS3 hel inh = 6; DNA FID counter = -6; MEKK3 PB1 HTS = 97; GalR3 antagonist = -2; CRFBP-R2 agonist = -1.4

The listing continues:
molecule,SUMO HTRF inh,CRFBP-R2 block,MEKK2wt PB1 HTS,MEKK2 mut-MEK5,HCV NS3 hel inh,DNA FID counter,MEKK3 PB1 HTS,GalR3 antagonist,CRFBP-R2 agonist
Nc1nc(SCCN2C(=O)c3ccccc3C2=O)n[nH]1,-1,24,105,2,11,6,100,-4,-0.3
[O-]/[N+](=C\c1cccc(Br)c1)c1ccccc1,-11,-10,99,-1,12,-5,107,-5,-1.8
COc1cccc(CN2CCNC(=O)C2CC(=O)NC2CCCC2)c1OC (stereo not drawn),8,-9,111,12,-2,-15,105,2,5.1
O=C(COc1ccccc1)Nc1nnc(-c2ccccc2)o1,0,-3,106,9,-2,-7,104,-2,-0.7
COc1ccc(N2CCCCn3c2nc2c3c(=O)[nH]c(=O)n2C)cc1,1,36,107,2,-2,-15,102,-3,-0.4
S=C(Nc1ccc(Cl)cc1)Nc1ccc2cn[nH]c2c1,13,-13,102,-1,4,1,111,-4,-1.7
Clc1ccc(/C=C/c2nc(Cl)c(-c3ccc(Cl)cc3)c(Cl)n2)cc1,13,-11,103,4,2,-1,102,-4,5.5
Cn1nc(C(F)(F)F)c(-c2ccccc2)c1NC(=O)CCC(=O)O,-2,-2,103,-1,13,-8,104,1,-1.7
COc1ccc(Cn2nnnc2C(c2ccncc2)N2CCOCC2)cc1 (stereo not drawn),0,7,101,3,24,-4,105,-2,0.3
CCCNC(=O)c1cccc(COCC(F)(F)F)c1,nt,6,105,1,12,-6,110,-2,-2.8
CC(=O)CC(C)(C)S(=O)(=O)c1ccc(Oc2ccc(S(=O)(=O)C(C)(C)CC(C)=O)cc2)cc1,-8,9,110,5,2,-37,99,-4,3.8
Cc1ccc(NC(=O)c2cc3ccccc3cc2O)cc1,19,-6,105,9,20,-7,108,-9,2.6
O=C(Nc1ccccc1)Nc1ccccc1C(=O)NCC1CC1,11,-3,96,-2,5,-4,92,-2,-1.4
O=C(CN1C(=O)S/C(=C\c2cccs2)C1=O)Nc1ccc(O)c(C(=O)O)c1,13,8,101,2,20,-4,97,0,-3.3
CCc1ccc(/C=C2/SC(N3CCOCC3)=NC2=O)cc1,20,-5,111,18,2,-20,109,0,1.0
CC(=O)N=c1sccn1CC(O)c1ccc(Br)cc1 (stereo not drawn),16,-7,101,-1,-4,-10,101,-9,-0.3

7 structures already listed, ordered by formula weight, low to high:
molecule,SUMO HTRF inh,CRFBP-R2 block,MEKK2wt PB1 HTS,MEKK2 mut-MEK5,HCV NS3 hel inh,DNA FID counter,MEKK3 PB1 HTS,GalR3 antagonist,CRFBP-R2 agonist
Cc1ccc(NC(=O)c2cc3ccccc3cc2O)cc1,19,-6,105,9,20,-7,108,-9,2.6
O=C(Nc1ccccc1)Nc1ccccc1C(=O)NCC1CC1,11,-3,96,-2,5,-4,92,-2,-1.4
Cn1nc(C(F)(F)F)c(-c2ccccc2)c1NC(=O)CCC(=O)O,-2,-2,103,-1,13,-8,104,1,-1.7
COc1ccc(Cn2nnnc2C(c2ccncc2)N2CCOCC2)cc1 (stereo not drawn),0,7,101,3,24,-4,105,-2,0.3
Clc1ccc(/C=C/c2nc(Cl)c(-c3ccc(Cl)cc3)c(Cl)n2)cc1,13,-11,103,4,2,-1,102,-4,5.5
O=C(CN1C(=O)S/C(=C\c2cccs2)C1=O)Nc1ccc(O)c(C(=O)O)c1,13,8,101,2,20,-4,97,0,-3.3
CC(=O)CC(C)(C)S(=O)(=O)c1ccc(Oc2ccc(S(=O)(=O)C(C)(C)CC(C)=O)cc2)cc1,-8,9,110,5,2,-37,99,-4,3.8

Further entries follow.
molecule,SUMO HTRF inh,CRFBP-R2 block,MEKK2wt PB1 HTS,MEKK2 mut-MEK5,HCV NS3 hel inh,DNA FID counter,MEKK3 PB1 HTS,GalR3 antagonist,CRFBP-R2 agonist
Oc1ccc(CN2CCN(c3ncccn3)CC2)cc1,2,4,108,7,-4,4,106,-3,8.0
COCCNC(=O)c1nn2cccnc2c1Cl,7,27,106,15,-1,1,105,-6,0.5
CCCOc1ccc(/C=N/Nc2cccc([N+](=O)[O-])c2)c(O)c1,-12,-5,104,0,-3,5,98,-10,-0.3
CCC(CC)NC(=O)CN(c1ccccc1OC)S(=O)(=O)c1cccs1,18,22,102,0,-2,-24,101,6,-5.4
O=C(NC1Cc2ccccc2C1)c1cc(COc2ccc(F)cc2Cl)on1,5,-10,103,5,-1,-2,106,5,2.8
